Screens (PubChem BioAssay)
BB579 growth dn = yeast BB579 growth reduction in restrictive medium; S. cerevisiae BB579 growth, OD615, 48 h; inhibition, % at 10 µM; 140,000 compounds, 0.51% hits;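 active = inhibition above a set limit, 3 SD over the mean compound inhibition, cut at about 44% in these data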; note: inactives centre near -24
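controls = amphotericin B 10 µg/mL, positive | assay system = DeaD yeast strain BB579 | schedule = 48 h compound exposure at 30 °C after 4 h preincubation | detection = OD615 turbidity measurement | medium = restrictive CSMM-D medium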
GALR2 antag = antagonists of human galanin receptor 2 (GALR2) | GALR2-expressing cells, antagonist mode | O43603 | inhibition, % at 4 µM | 140,000 compounds, 0.39% hits; in the data active = inhibition above about 27%;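 note: cells stimulated with galanin 1-16 at roughly its EC80; 0% = agonist challenge control and 100% = basal control without agonist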
Target sequence (O43603 whole entry, looked up): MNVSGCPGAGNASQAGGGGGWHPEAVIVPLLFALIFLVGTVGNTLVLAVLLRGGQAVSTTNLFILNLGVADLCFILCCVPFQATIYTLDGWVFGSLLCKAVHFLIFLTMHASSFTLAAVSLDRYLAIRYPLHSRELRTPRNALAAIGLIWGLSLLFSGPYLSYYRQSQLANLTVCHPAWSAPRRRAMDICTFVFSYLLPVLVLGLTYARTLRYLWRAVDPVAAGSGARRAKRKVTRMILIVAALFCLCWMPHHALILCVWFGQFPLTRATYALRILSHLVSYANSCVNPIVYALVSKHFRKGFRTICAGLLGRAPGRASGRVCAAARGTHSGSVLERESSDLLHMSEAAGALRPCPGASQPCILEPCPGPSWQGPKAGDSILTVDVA
HCT116 bCat-KO = beta-catenin-lacking colon tumor cell growth suppression; viability, % at 10 µM; 140,000 compounds, 1.5% hits; HCT116 beta-catenin knockout viability, CellTiter-Glo, 60 h; stronger effect = lower value;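 active = viability at or under a set limit, the compound median less 4 SD, cut at about 6% in these data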;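 note: 0% = Hyamine 1622 control at 20 µM and 100% = untreated cell control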
Measles CPE = protection of cells from measles virus. Measles virus-infected cells, CPE protection, absorbance. protection (pct of control), % at 4 µM. 140,000 compounds, 1.5% hits. AID 841; in the data active = protection mostly above about 24%, no sharp cut-off; inactive = mostly below about 26%; note: some compounds called inactive have numbers as strong as hits
HCT116 PTEN-null = growth suppressors of cells with PTEN tumor suppressor deletion; HCT116 PTEN-null viability, CellTiter-Glo, 60 h; stronger effect = lower value; viability, % at 10 µM; 140,000 compounds, 1.2% hits; AID 827;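 active = viability at or below a set limit, 4 SD under the median of all tested compounds, cut at about 3.7% in these data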;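 note: PTEN knockout HCT116 line with beta catenin targeted HCT116 as companion control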
Phagocyt inh = blocks phagocytosis by macrophages; J774A.1 macrophage IgG-bead phagocytosis, imaging; inhibition, % at 5 µM; 110,000 compounds, 0.07% hits; AID 1029;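 active = inhibition above the mean of the plate negative controls plus 5 SD, cut at about 13% in these data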;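 note: phagocytic index as fraction of beads internalized from green versus red external bead signal; plate controls were DMSO negative control for no effect and cytochalasin-D positive control for full effect; some results beyond the cut were filed as inactive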
E-sel TNF inh = TNF alpha driven E-selectin expression inhibition | HUVEC TNFa-induced E-selectin immunofluorescence, high content | inhibition, % at 2 µM | 120,000 compounds, 0.71% hits | AID 1246;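 active = inhibition above the batch mean plus 3 SD, and confirmed as a hit on visual image review, cut at about 43% in these data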;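 note: 0% = TNF-stimulated DMSO wells and 100% = unstimulated control wells; not every result past the cut was called active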
Yeast life ext = extends the lifespan of yeast; inhibition of the nicotinamide effect, % at 10 µM; S. cerevisiae growth with nicotinamide, OD615; deaD strain in restrictive glucose medium; 130,000 compounds, 0.68% hits;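 active = inhibition above a set limit, placed 3 SD over the median of all compounds, cut at about 26% in these data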;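 note: 0% = nicotinamide-treated wells and 100% = cells grown without nicotinamide; some compounds called inactive have numbers as strong as hits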
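Test system: DeaD-strain S. cerevisiae / Buffer or medium: restrictive glucose medium / Also added: nicotinamide 1.5 mM / Doses: one concentration, 10 µM, DMSO 0.25% / Schedule: 48 h at 30 °C / Signal: OD615 measurement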
NPY-Y2 antag = NPY-Y2 (human) receptor antagonism | NPY-Y2 expressing cells, antagonist mode | inhibition, % at 2.7 µM | 140,000 compounds, 0.99% hits | AID 793; in the data active = inhibition above about 17%;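 note: 0% = vehicle with agonist challenge and 100% = reference antagonist with challenge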
Target sequence (P49146 whole entry, looked up): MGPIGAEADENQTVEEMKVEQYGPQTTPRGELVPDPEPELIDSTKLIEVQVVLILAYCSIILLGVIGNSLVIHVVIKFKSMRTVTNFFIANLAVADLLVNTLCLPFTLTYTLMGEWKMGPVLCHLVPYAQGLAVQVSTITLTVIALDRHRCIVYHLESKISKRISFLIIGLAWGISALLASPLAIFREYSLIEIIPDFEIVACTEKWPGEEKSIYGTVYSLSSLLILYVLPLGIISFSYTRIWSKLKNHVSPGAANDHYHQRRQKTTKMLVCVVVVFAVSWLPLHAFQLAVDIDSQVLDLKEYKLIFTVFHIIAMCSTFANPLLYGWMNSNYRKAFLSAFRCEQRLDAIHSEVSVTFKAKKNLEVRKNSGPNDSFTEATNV
MRP-1 activ = activates MRP-1; viability increase, % at 10 µM; H69AR cells + doxorubicin, viability rescue, CellTiter-Glo; 140,000 compounds, 0.61% hits;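 active = viability gain under doxorubicin at or above a set limit, the compound median plus 3 SD, cut at about 4.7% in these data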;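 note: MRP-1 overexpressing cells given doxorubicin 25 µM after compound pretreatment; 18-22 h compound pretreatment then 72 h with doxorubicin before readout; 0% = doxorubicin-only wells and 100% = vehicle-treated cells without doxorubicin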
The depositor's hits bear a star; . = not tested or not shown.

SMILES	Phagocyt inh	MRP-1 activ	NPY-Y2 antag	Measles CPE	BB579 growth dn	Yeast life ext	GALR2 antag	HCT116 bCat-KO	HCT116 PTEN-null	E-sel TNF inh
C=CCSC1=C(C#N)C(c2cccc(OC)c2)CC(=O)N1 (stereo unspecified)	-1	0.8	2	11	-47	-4	-1	90	109	7
O=C(Cc1ccc(F)cc1)NC1CCCC1	0	-0.6	-2	12	-52	-6	-8	102	91	14
CCn1cc(C(=O)NCc2ccc3c(c2)OCO3)c(=O)c2cc(F)c(N3CCN(C(=O)c4ccco4)CC3)cc21	1	-2.4	1	5	-51	-8	-14	12	8	-8
Cc1cc(C)c(NC(=O)COC(=O)c2ccc([N+](=O)[O-])s2)c(C)c1	6	-2.9	2	4	-30	10	-8	86	72	18
Cc1ccccc1N1CCN(CCCOc2ccc3c(C)cc(=O)oc3c2)CC1	.	-6.0	22*	3	-10	.	6	59	59	12
N/C(=N\OC(=O)COc1ccc(Br)cc1Cl)c1cccnc1	-4	0.0	7	4	-57	-4	-12	83	92	5
COc1ccc(OC)c(Nc2cc(C)nc3nc(C)nn23)c1	0	-1.0	6	6	-69	-4	1	59	56	-38
NC(=O)c1cc(-c2ccccc2)sc1NC(=O)CN1CCCCC1	-13	-1.7	2	26	-18	-7	1	48	47	5
CCCNC(=O)NS(=O)(=O)c1ccc(Cl)cc1	.	-1.1	-1	9	-36	6	7	98	93	.
COc1cccc(-c2nnn(CC(=O)NC3CCCC3)n2)c1OC	-1	0.9	3	7	-10	-10	7	107	107	8
CCCn1c(SCC(=O)Nc2ccc3c(c2)OCO3)nc2c1c(=O)n(C)c(=O)n2C	-1	-3.4	1	10	-21	-8	-4	86	93	-26
CC(C)(C)NC(=O)NC(=O)COc1ccc(Br)cc1Br	-7	1.0	2	12	17	-4	-6	86	81	-18
O=C(N/C(=C\c1cccs1)C(=O)N1CCCCCC1)c1ccccc1	.	-1.3	2	4	-58	-6	3	92	97	.
O=C(Cc1cn2ccsc2n1)Nc1nc2c(s1)CN(Cc1ccccc1)CC2	0	-2.9	3	3	-44	-5	3	98	98	-6
CCCCCCNC(=O)CC(NS(=O)(=O)c1ccc(OC)cc1)C(C)C (stereo unspecified)	5	-1.3	2	3	-27	3	2	83	87	-25
O=S(=O)(NC1CC1)c1ccc(S(=O)(=O)N(Cc2ccccn2)C2CCCC2)cc1	-1	-1.6	-3	5	-13	-10	13	92	90	-13
COc1cccc(C(=O)N2CCN(S(=O)(=O)Cc3ccccc3)CC2)c1OC	.	-0.6	4	20	-21	.	2	84	96	16
CCOC(=O)c1c(C)[nH]c(C(=O)COC(=O)c2[nH]c(C)c(C(C)=O)c2C)c1C	.	-0.3	0	17	-67	-3	12	83	83	-6
CCCCN(CC)CCNC(=O)Cn1cnc2sc(C)c(S(=O)(=O)N3CCOCC3)c2c1=O	.	-2.5	2	20	-29	-4	3	94	100	9
COC(=O)c1sc2ccccc2c1-n1cccc1C(=O)C(=O)Nc1ccc(C)cc1	.	-0.2	-1	4	-54	38*	-9	81	80	0
Cc1ccc(/C=C/C(=O)Nc2sc(C)c(C)c2C(=O)OC(C)C)o1	-5	-2.3	0	3	-12	4	-8	92	91	24
COc1ccc(C(=O)N(Cc2nc(-c3ccc(C)cc3)no2)C(C)C)cc1OC	0	-1.3	4	16	-22	-1	5	87	84	.
O=S(=O)(Nc1ccc(N=Nc2ccccc2)cc1)c1ccccc1	-8	-1.8	-2	6	-41	-3	-2	90	78	.
COC(=O)c1ccc(CSc2ccc3nnc(-c4ccccc4)n3n2)o1	0	-1.7	2	2	-12	-10	4	69	78	11

A stretch of the results above, for reference:
SMILES	Phagocyt inh	MRP-1 activ	NPY-Y2 antag	Measles CPE	BB579 growth dn	Yeast life ext	GALR2 antag	HCT116 bCat-KO	HCT116 PTEN-null	E-sel TNF inh
O=C(N/C(=C\c1cccs1)C(=O)N1CCCCCC1)c1ccccc1	.	-1.3	2	4	-58	-6	3	92	97	.
O=C(Cc1cn2ccsc2n1)Nc1nc2c(s1)CN(Cc1ccccc1)CC2	0	-2.9	3	3	-44	-5	3	98	98	-6

An excerpt from above in order of length of the SMILES, rising:
SMILES	Phagocyt inh	MRP-1 activ	NPY-Y2 antag	Measles CPE	BB579 growth dn	Yeast life ext	GALR2 antag	HCT116 bCat-KO	HCT116 PTEN-null	E-sel TNF inh
O=S(=O)(Nc1ccc(N=Nc2ccccc2)cc1)c1ccccc1	-8	-1.8	-2	6	-41	-3	-2	90	78	.
O=C(N/C(=C\c1cccs1)C(=O)N1CCCCCC1)c1ccccc1	.	-1.3	2	4	-58	-6	3	92	97	.
Cc1ccc(/C=C/C(=O)Nc2sc(C)c(C)c2C(=O)OC(C)C)o1	-5	-2.3	0	3	-12	4	-8	92	91	24
COC(=O)c1sc2ccccc2c1-n1cccc1C(=O)C(=O)Nc1ccc(C)cc1	.	-0.2	-1	4	-54	38*	-9	81	80	0

One compound at a time (already shown). Order of values: Phagocyt inh	MRP-1 activ	NPY-Y2 antag	Measles CPE	BB579 growth dn	Yeast life ext	GALR2 antag	HCT116 bCat-KO	HCT116 PTEN-null	E-sel TNF inh
Entry for `C=CCSC1=C(C#N)C(c2cccc(OC)c2)CC(=O)N1` (stereo unspecified) → -1	0.8	2	11	-47	-4	-1	90	109	7
Entry for `Cc1ccccc1N1CCN(CCCOc2ccc3c(C)cc(=O)oc3c2)CC1` → .	-6.0	22*	3	-10	.	6	59	59	12
Entry for `O=C(N/C(=C\c1cccs1)C(=O)N1CCCCCC1)c1ccccc1` → .	-1.3	2	4	-58	-6	3	92	97	.
Entry for `CCCCCCNC(=O)CC(NS(=O)(=O)c1ccc(OC)cc1)C(C)C` (stereo unspecified) → 5	-1.3	2	3	-27	3	2	83	87	-25
Entry for `N/C(=N\OC(=O)COc1ccc(Br)cc1Cl)c1cccnc1` → -4	0.0	7	4	-57	-4	-12	83	92	5

(continued)
SMILES	Phagocyt inh	MRP-1 activ	NPY-Y2 antag	Measles CPE	BB579 growth dn	Yeast life ext	GALR2 antag	HCT116 bCat-KO	HCT116 PTEN-null	E-sel TNF inh
Nc1nnc(SCC(=O)NC2CCCCC2)n1-c1ccccc1	9	0.4	2	9	-33	24	-4	91	101	30
CC1CCCC(NC(=O)COC(=O)c2sc3ccccc3c2Cl)C1C (stereo unspecified)	-3	-0.7	5	9	-66	-1	-1	96	88	.
S=c1[nH]nc(C2CCCCC2)n1/N=C/c1ccc(Br)s1	-1	-1.1	1	14	-10	-5	-2	63	61	6
Cc1ccc(-c2nc(COC(=O)c3c(C)noc3C)cs2)cc1	-1	1.3	2	4	-26	-9	6	26	38	-7
CCCCCC1CC(CC(=O)Nc2nncs2)C(=O)O1 (stereo unspecified)	.	-2.3	2	10	-26	.	-5	78	88	9
COc1ccc(N2C(=O)CC(S/C(N)=N/N=C/c3ccnc4ccccc34)C2=O)cc1 (stereo unspecified)	-6	-0.7	1	17	-14	0	-2	88	84	-12
O=C(NCc1ccco1)C1(c2ccc(Br)cc2)CCCC1	-1	-1.8	14	5	2	7	-15	88	78	9
Cc1ccc(S(=O)(=O)Nc2ccnc3ccccc23)cc1	.	-0.4	4	1	-54	-6	-1	83	100	7
Oc1ccccc1/C=N/Nc1ccnc(SCc2ccccc2)n1	-9	-2.0	0	5	-34	-2	3	64	69	8
FC(F)(F)c1nnc2c(Sc3ccccn3)nc3ccccc3n12	3	-6.0	1	3	-40	-14	2	2.1*	2.7*	1
CCN(CCNC(=O)C1CCCN(S(=O)(=O)c2cnc[nH]2)C1)c1ccccc1 (stereo unspecified)	0	-0.6	-1	3	-23	-7	5	107	108	.
O=C(O)c1c2c(nc3ccc(S(=O)(=O)N4CCC(C(=O)NC5CCCC5)CC4)cc13)CCCCC2	0	0.1	3	3	-50	-4	5	96	114	-8
CCOC(=O)C1CCN(Cc2ccc(N(C)C)cc2)CC1	-3	-2.0	2	22	-1	0	-3	90	93	-62
O=c1oc2c(CN3CCOCC3)c(O)ccc2c2ccccc12	.	-2.6	4	43	-5	-10	0	96	100	.
Cc1ccc(OC(=O)c2ccc(C)c(C)c2)cn1	.	1.2	3	16	8	-17	-9	90	84	-4
O=C(O)CCCCCNc1nc2ncn(Cc3ccccc3)c2c(=O)[nH]1	-2	-0.2	4	2	-21	0	-2	105	92	.
COc1ccc(CCN2CC3=C(C2=O)C(c2ccccc2)NC(=O)N3C)cc1OC (stereo unspecified)	-1	-0.3	1	2	-57	3	-3	89	95	-3
Cc1cc(C)nc(-n2nc(C)c3c(C(F)(F)F)cc(=O)[nH]c32)n1	-1	-3.0	0	2	-20	-7	-1	99	91	11
O=C(CN(Cc1ccccc1)C(=O)c1cccc([N+](=O)[O-])c1)Nc1c(Cl)cc(Cl)cc1Cl	-1	-3.1	4	3	-30	5	7	87	90	.
CCOC(=O)Oc1ccc2oc(=O)cc(C)c2c1	0	-3.1	4	10	-38	-6	-6	84	94	32
CC1CCCN(C(=O)c2cc(F)c(F)cc2Cl)C1 (stereo unspecified)	-2	-1.2	2	6	-38	-4	-3	89	83	0
NC(=O)c1ccc(NCc2ccco2)c([N+](=O)[O-])c1	.	-0.3	-2	3	9	-6	1	92	96	33
C(/CCc1ccccc1)=N\n1cnnc1	.	-2.6	6	7	-21	-1	-8	94	100	-6
Cc1nn(-c2ccccc2)c(C)c1/C=N/NC(=O)c1cc(-c2ccc(Br)s2)[nH]n1	0	-2.2	1	3	-59	-11	14	22	21	-43
Oc1ccccc1-c1nc(NCCN2CCOCC2)c2ccccc2n1	-1	-5.7	0	11	-26	-11	-1	52	45	.
CCOc1cc(/C=C2\SC(=Nc3ccccc3)N(c3ccccc3)C2=O)ccc1OCC(=O)O	0	5.9*	2	4	-29	-1	-11	100	97	-6
COc1ccc(Oc2nccc(OC)c2C#N)cc1	-1	-0.1	3	3	-31	-27	5	113	97	-12
Cn1c(SCCS(=O)(=O)c2ccc(Cl)cc2)nnc1-c1ccccc1	.	-3.4	9	4	-33	-14	11	82	92	23
CC(C)(C)NC(=O)c1cccc(NC(=O)CSc2ccc(Cl)cc2)c1	-4	0.0	-2	9	-51	0	11	85	81	9
CCOC(=O)c1ccc(NC(=O)CC2S/C(=N/N=C/c3c[nH]c4ccccc34)NC2=O)cc1 (stereo unspecified)	-3	-3.5	-3	28*	-23	-2	2	73	65	.
CC1=C(C(=O)Nc2ccccc2)C(c2ccncc2)n2nnnc2N1 (stereo unspecified)	.	-3.8	1	24	-7	-4	-9	72	75	-36
Cc1ccc(S(=O)(=O)c2c(N)n(NC(=O)c3ccccc3C)c3nc4ccccc4nc23)cc1	-1	-3.1	0	17	-50	-5	-4	54	53	-18
